# TGFb inhibitor: inhibitors of TGF-b signaling. Potency, µM (top dose mostly 46.1 µM), for the others: at the top dose activity, negative = inhibition, hits mostly inhibitors. actives 1.2% (n = 410,000). HepG2 CAGA-GFP TGF-b/SMAD3 reporter, GFP fluorescence, 18 h; TGF-beta stimulated, 500 pg/mL final. AID 588855; further: on the % scale 0 is the no-effect control and ±100 the full control effect; nearly all actives have a fitted effect of over 65% in size
#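 Inhibition of TGF-beta-driven CAGA-GFP reporter expression in HEPG2 cells is measured by cellular GFP fluorescence after 18 h stimulation with 500 pg/mL recombinant TGF-beta in 1% FBS medium at 37 degrees C.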
# A549 tox: kills or reduces viability of A549 cells in Nrf2 counter-screen; A549 ARE-Fluc cells, CellTiter-Fluor viability, 18-24 h; actives 0.16% (n = 390,000); Potency, µM (highest dose often 46 µM), without a hit: top-dose activity change, negative = cytotoxicity, actives largely listed as inhibitors; further: on the % scale 0 is the no-effect control and ±100 the full control effect
#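 Cytotoxicity counterscreen: CellTiter-Fluor fluorescence was measured in A549 ARE_Fluc cells after 18-24 h of compound exposure in a concentration series. The subsequent BugLite luminescent read reports ARE-luciferase activity.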
# ATXN2 expr inh: reduces ATXN2 reporter expression in HEK-293 cells | HEK-293 ATXN2-luciferase reporter, luminescence, 24 h | Potency, µM (highest dose often 57 µM), without a hit: at the top dose activity change, negative = inhibition, hits mostly inhibitors | actives 0.72% (n = 360,000) | AID 1745845; further: on the % scale 0 is the no-effect control and ±100 the full control effect; nearly all actives have a fitted effect of over 55% in size
#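 qHTS (up to 57 uM final) was run with 24 h compound exposure of reporter cells at 37 °C. Each well was multiplexed: SteadyGlo luminescence measured ATXN2-luciferase expression after a fluorogenic Gly-Phe-AFC viability readout (25 uM final).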
# HepG2 viability: kills HepG2 cells in TGF-b inhibitor counter-screen | Potency, µM (top dose mostly 46.1 µM), for the others: at the top dose activity change, negative = cytotoxicity, actives largely listed as cytotoxic | HepG2 CAGA-GFP viability, ATP luminescence, 18 h | actives 0.76% (n = 410,000); further: some results filed as inactive show a strong effect at the top dose
#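 CellTiter-Glo luminescence gave cytotoxicity after 18 hours at 37 degrees C. The cells were HepG2 CAGA-GFP in 1% FBS DMEM, stimulated with 500 pg/mL TGF-beta after compound addition. %Activity was normalised to no-cell wells (complete cell-killing) and DMSO (no toxicity), and curves were fitted and classified.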
# Nrf2 inh: inhibitors of Nrf2 signaling. A549 ARE-Fluc reporter, luciferase luminescence, 18-24 h. Potency, µM (top dose mostly 46 µM), for the others: top-dose activity change, negative = inhibition, actives largely listed as inhibitors. actives 2.1% (n = 360,000); further: on the % scale 0 is the no-effect control and ±100 the full control effect; nearly all actives have a fitted effect of over 60% in size
#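 Concentration-response testing used A549 ARE_Fluc cells at 5000 cells/well. Following an 18-24 h compound incubation, viability was read by fluorescence (Ex 405/Em 525) and luciferase output by luminescence.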
# Nrf2 ARE act: activators of Nrf2 (ARE) signaling; AREc32 ARE-luciferase reporter (MCF7-derived line), luminescence, 24 h; Potency, µM (series often up to 46.1 µM), for the others: at the top dose activation, actives largely listed as activators; actives 0.31% (n = 410,000); further: % of control where 0% means no effect; nearly all actives have a fitted effect of over 65% in size
#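 Nrf2 activation is followed as ARE-luciferase induction in the AREc32 line after one day of compound treatment; luminescence is read with Steady-Glo.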
# EPAC2 antagonist: EPAC2 (human) antagonism. Q8WZA2. EPAC2 GEF exchange of Rap1B-BODIPY-GDP, fluorescence. Potency, µM (highest dose often 114 µM), without a hit: top-dose activity, negative = inhibition, most hits filed as inhibitors. actives 0.18% (n = 360,000). AID 720708; further: on the % scale 0 is the no-effect control and ±100 the full control effect; nearly all actives have a fitted effect of over 45% in size; many of its hits are not listed in these tables
# Target sequence (Q8WZA2 whole entry, looked up): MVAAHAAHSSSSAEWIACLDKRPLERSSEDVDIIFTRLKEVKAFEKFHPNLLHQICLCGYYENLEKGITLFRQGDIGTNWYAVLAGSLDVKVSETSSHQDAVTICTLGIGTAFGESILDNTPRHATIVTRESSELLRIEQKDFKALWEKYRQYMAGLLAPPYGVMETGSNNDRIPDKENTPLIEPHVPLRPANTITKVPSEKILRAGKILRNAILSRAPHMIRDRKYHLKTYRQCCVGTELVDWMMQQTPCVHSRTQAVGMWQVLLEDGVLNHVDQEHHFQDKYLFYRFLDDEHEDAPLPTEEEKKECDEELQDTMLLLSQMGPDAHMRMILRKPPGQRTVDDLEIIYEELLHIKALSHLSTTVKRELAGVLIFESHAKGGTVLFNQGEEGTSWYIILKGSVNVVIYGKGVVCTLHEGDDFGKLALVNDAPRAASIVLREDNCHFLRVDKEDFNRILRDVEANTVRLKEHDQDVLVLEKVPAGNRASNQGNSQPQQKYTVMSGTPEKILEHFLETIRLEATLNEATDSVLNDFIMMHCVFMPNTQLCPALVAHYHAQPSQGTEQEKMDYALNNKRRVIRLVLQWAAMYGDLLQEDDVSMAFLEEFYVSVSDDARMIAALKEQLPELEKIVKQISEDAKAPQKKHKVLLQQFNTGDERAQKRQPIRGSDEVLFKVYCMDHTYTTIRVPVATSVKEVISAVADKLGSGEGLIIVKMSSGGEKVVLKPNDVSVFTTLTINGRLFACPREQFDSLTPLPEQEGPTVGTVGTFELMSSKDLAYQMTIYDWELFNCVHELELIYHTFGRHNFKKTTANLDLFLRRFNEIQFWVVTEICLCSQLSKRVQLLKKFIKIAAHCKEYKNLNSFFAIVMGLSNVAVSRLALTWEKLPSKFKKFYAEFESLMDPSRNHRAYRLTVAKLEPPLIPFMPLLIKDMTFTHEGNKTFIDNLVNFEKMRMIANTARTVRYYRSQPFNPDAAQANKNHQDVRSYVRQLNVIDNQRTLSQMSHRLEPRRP
# ATXN viability: viability counter-screen for ATXN expression inhibitors; S2 cells (HEK-293 line with an ATXN2-luciferase reporter) viability, CellTiter-Fluor protease fluorescence, 24 h; actives 0.49% (n = 400,000); Potency, µM (titrated, usually from 56.7 µM), most hits filed as cytotoxic; AID 651635; further: nearly all actives have a fitted effect of over 40% in size
# MCF10A rerep: induces DNA re-replication in MCF 10a normal breast cells | Potency, µM (series often up to 46.1 µM), inactives show top-dose activity, positive = re-replication, hits mostly activators | MCF 10A DNA re-replication, Hoechst nuclear intensity, 48 h | actives 2.9% (n = 350,000); further: % of control where 0% means no effect; nearly all actives have a fitted effect of over 50% in size
# * = called active by the depositor; i = inactive; ? = inconclusive; . = no result given; & = joins results of further samples; [ ] = dose if it differs, or a comment. The call rests on the fitted dose curve; in most records, active means well fitted curve in the direction sought with a large enough effect; inconclusive means small, poorly fitted or top-dose-only effect, or another doubt; inactive means no such curve, though single readings can be large; an effect the other way counts as inactive or inconclusive. Potency means the concentration at half of the fitted maximal effect.
canonical_smiles	TGFb inhibitor	A549 tox	ATXN2 expr inh	HepG2 viability	Nrf2 inh	Nrf2 ARE act	EPAC2 antagonist	ATXN viability	MCF10A rerep
CCOC(=O)N1CCC(N2Cc3cccc(C(=O)N4CCN(c5cccc(C)c5C)CC4)c3C2=O)CC1	-5%	-1%	-21%	-13%	?	-0.2%	4%	i	-1%
Cn1c(-c2sc3cc(C(F)(F)F)cnc3c2-c2cccnc2)n[nH]c1=S	0%	3%	0%	7%	1%	0.0%	13%	?	-3%
Cc1cc2nnc(SCC(=O)Nc3cc(S(=O)(=O)N4CCOCC4)ccc3Cl)n2c2ccccc12	0%	22%	-8%	8%	?	-0.2%	3%	i	0%
Cc1cc(C)c(C)c(S(=O)(=O)NNC(=O)c2cccc(S(=O)(=O)N3CCOCC3)c2)c1C	5%	1%	7%	5%	3%	-0.3%	2%	i	2%
Cc1ccc(NC(=O)c2ncn(CCCN3CCN(c4ccccn4)CC3)n2)cc1C	?	1%	-9%	-33%	?	10%	-3%	i	?
Cc1noc(C)c1NC(=O)Nc1cccc2c1O[C@H](CN(C)C(=O)Nc1ccc3c(c1)OCO3)[C@@H](C)CN([C@H](C)CO)C2=O	-4%	3%	11%	3%	0%	0.2%	5%	i	?
COc1ccc(OC)c2[nH]c(=O)c(CCNS(=O)(=O)c3ccc(C)cc3)cc12	-22%	1%	-9%	3%	?	0.9%	-9%	?	-10%
COCCNc1nc(NCc2ccccc2)c2cnn(C)c2n1	30%[activator]	11%	.	1%	5%	0.6%	5%	i	-19%
O=C(c1ccccc1)c1ccc(OCC(O)CN2CCOCC2)cc1 (configuration not stated)	17%	-1%	0%	-12%	14%	-0.9%	3%	?	-1%
CC(=O)c1ccc(N2CCN(S(=O)(=O)c3cccc4nonc34)CC2)cc1	-4%	-6%	.	2%	?	4.0%	-4%	i	0%
COc1ccc(C(=O)NCC(=O)N/N=C/c2ccc(C)o2)cc1OC	3%	1%	-20%	-68%	-14%	0.3%	2%	i	11%
FC(F)(F)c1nc2ccccc2[nH]1	6%	-2%	.	3%	-11%	-0.8%	1%	i	1%
COC(=O)c1cn(NC(=O)c2ccc([N+](=O)[O-])cc2Cl)c(=O)c2ccccc12	-8%	0%	-7%	-1%	0%	0.3%	10%	i	8%
COc1ccc(-c2nc(Cn3c(=O)cc(C)c4c(C)nn(-c5ccccc5)c43)c(C)o2)cc1OC	36%[activator]	2%	2%	3%	?	1.1%	.	i	.
CC(C)OC(=O)c1ccc(NC(=O)c2ccccc2)cc1	1%	1%	79%[activator]	-37%	30%	5.4%	-15%	i	1%
O=C(CSc1ncccc1C(=O)O)c1ccccc1	-15%	-2%	-5%	18%	8%	-0.2%	11%	i	?
COc1cccc(/C=C2\SC(=O)N(CCC(=O)NNC(=O)c3cccc(Cl)c3)C2=O)c1	-8%	3%	-16%	-18%	-2%	-1.2%	-2%	i	2%
Cc1ccc(C)c(NC(=O)Nc2cc3c(cc2N2CCCCC2)n(C)c(=O)n3C)c1	?	-9%	.	-63%	?	0.4%	.	.	.
CC(=O)N1c2ccc(F)c(F)c2C[C@H]1C	-6%	5%	4%	4%	-7%	0.6%	1%	i	-3%
COc1c(C)cccc1C(=O)NCc1ccc2c(c1)OCO2	3%	-1%	-16%	-2%	19%	0.0%	2%	i	2%
O=C(N/N=C/c1ccc(OC(=O)c2ccc([N+](=O)[O-])cc2)cc1)c1cccnc1	7%	-1%	5%	8%	2%	0.8%	9%	i	0%
Cc1ccc(N2CC(C(=O)Nc3ccccc3C(=O)N3CCOCC3)CC2=O)cc1 (configuration not stated)	-12%	1%	11%	7%	1%	-0.1%	1%	i	-32%[inhibitor]
CCCCn1c(CNC(=O)C23CC4CC(CC(C4)C2)C3)nnc1SCC(=O)Nc1ccccc1	-24%	-20%	7%	-2%	?	-0.3%	.	i	.
Clc1ccccc1OCc1nnc(-c2ccccc2)o1	-1%	11%	57%[activator]	-17%	?	5.7%	-2%	i	3%
COc1ccccc1Cn1c(/C=C/c2ccccc2)nc2ccccc21	?	?	1%	-20%	?	7.0%	-12%	i	?
C(#CCN1CCOCC1)COCCOC(c1ccccc1)c1ccccc1	-5%	2%	4%	5%	-11%	0.3%	0%	i	9%
COc1cc(C(=O)O/N=C2\C=CC(=O)C(C)=C2)cc(OC)c1OC	?	.	37%	-108%	3%	?	5%	?	?
CCc1noc2nc(C)n(CC(=O)O)c(=O)c12	?	0%	5%	3%	-1%	-0.4%	.	i	.
CCC1CCCCN1C(=O)CSc1nc(N)c(NC(=O)c2ccc(OC)c(OC)c2)c(=O)[nH]1 (configuration not stated)	10%	0%	1%	2%	9%	-1.1%	1%	i	1%
COc1cccc(/C=N/Nc2nc3ccccc3n3cnnc23)c1O	0%	1%	?	-12%	?	-0.7%	-5%	i	?
CC(=O)c1cccc(NC(=O)c2cc(-n3cnnc3)ccc2Cl)c1	0%	-1%	0%	19%	.	-0.3%	18%	i	-12%
Cc1ccc(C)c(N2CCN(C(=O)c3cc(S(=O)(=O)N4CCOCC4)cn3C)CC2)c1	-8%	4%	1%	-17%	?	-0.6%	-2%	i	-3%
CC1(C(=O)NS(=O)(=O)c2ccc(Cl)cc2)CCN1C(=O)Cc1ccsc1 (configuration not stated)	27%	.	5%	-4%	.	-1.3%	1%	i	.
O=C1Nc2cc(Cl)c(Cl)cc2N(O)N1c1ccc(Cl)cc1	-16%	16%	6%	-8%	-2%	0.0%	1%	i	3%
CCOc1ccc(N2C(=O)C3ON(c4ccccc4)C(c4cccs4)C3C2=O)cc1 (configuration not stated)	4%	4%	-7%	6%	1%	0.4%	3%	i	-10%
O=S(=O)(NCCC1CC1(Cl)Cl)c1ccc(Cl)cc1 (configuration not stated)	?	-2%	-12%	4%	-10%	0.3%	-11%	i	0%
COc1ccc(N(CC(=O)Nc2nc3ccc(C)cc3s2)S(=O)(=O)c2c(C)nn(C)c2C)cc1	?	-8%	?	-3%	11%	0.4%	1%	?	-3%
O=C(Nc1ccc(N2CCOCC2)cc1)C1CCN(C(=O)OCc2ccccc2)CC1	12%	1%	-7%	-6%	2%	0.0%	-2%	i	2%
COc1ccccc1NC(=O)Nc1nc(CC(=O)Nc2cc(F)ccc2F)cs1	-28%	0%	-5%	-20%	-27%	2.7%	-7%	i	?
CC1=C(C(=O)Nc2cccnc2)C(c2ccccc2)n2nc(SCc3ccccc3)nc2N1 (configuration not stated)	6%	1%	10%	3%	2%[9.27 µM]	0.4%	.	i	.

# Profiles, looked up by structure.
# Profile of `Cn1c(-c2sc3cc(C(F)(F)F)cnc3c2-c2cccnc2)n[nH]c1=S` = TGFb inhibitor: 0%; A549 tox: 3%; ATXN2 expr inh: 0%; HepG2 viability: 7%; Nrf2 inh: 1%; Nrf2 ARE act: 0.0%; EPAC2 antagonist: 13%; ATXN viability: ?; MCF10A rerep: -3%
# Profile of `COCCNc1nc(NCc2ccccc2)c2cnn(C)c2n1` = TGFb inhibitor: 30%[activator]; A549 tox: 11%; ATXN2 expr inh: .; HepG2 viability: 1%; Nrf2 inh: 5%; Nrf2 ARE act: 0.6%; EPAC2 antagonist: 5%; ATXN viability: i; MCF10A rerep: -19%

# (next part)
canonical_smiles	TGFb inhibitor	A549 tox	ATXN2 expr inh	HepG2 viability	Nrf2 inh	Nrf2 ARE act	EPAC2 antagonist	ATXN viability	MCF10A rerep
CCCCn1c(N)c(N(CCOC)C(=O)c2cc(=O)[nH]c3ccccc23)c(=O)[nH]c1=O	-1%	3%	5%	10%	14%	-0.9%	9%	i	-4%
COc1ccc(CCn2c3c(c(=O)[nH]c2=O)C(NC(=O)c2ccccc2F)(C(F)(F)F)C(=O)N3)cc1OC (configuration not stated)	0%	-1%	15%	4%	9%	0.2%	.	i	.
O=C(COC(=O)C(Cc1c[nH]c2ccccc12)NC(=O)c1ccc(Br)cc1)c1ccc(Cl)cc1 (configuration not stated)	-29%	3%	.	-45%	.	0.7%	.	.	.
COc1cccc2c3c(c(=O)[nH]c12)CCC(C)(C)O3	-3%	-9%	14%	-8%	3%	3.4%	1%	i	-3%
COc1ccc(CN2C(=O)CSC2c2ccccn2)cc1 (configuration not stated)	-16%	-4%	12%	9%	-9%	-0.1%	-2%	i	2%
COc1ccc(CCNC(=O)C2=COCCO2)cc1	17%	-3%	18%	3%	16%	2.0%	3%[57.1 µM]	i	20%
COc1ccc([N+](=O)[O-])cc1N/C(=N/S(=O)(=O)c1ccccc1)c1ccccc1	-5%	0%	-21%[11.3 µM]	-17%	-1%	6.0%	-13%	i	-12%
Cc1ccc2c(c1)c1c3n2CCN(C=O)C3CCC1 (configuration not stated)	-16%	11%	2%	-26%	2%	3.8%	-19%	i	0%
Cn1nnnc1SCCCNCc1ccc(-c2ccc(F)c(Cl)c2)o1	-17%	12%	-25%	-25%	-11%	5.7%	.	i	.
Cc1ccc(OCc2nnc(SCC(=O)CC(=O)Nc3ccccc3)o2)cc1	-12%	0%	68%[activator]	-32%	8%	0.0%	-2%	i	16%
Nc1c(C=C2C=CC(=O)C=C2)c(=O)nc2sc(CC(=O)N3CCCC3)nn12	9%	-12%	4%	3%	4%	-0.1%	8%	i	-2%
Cc1c(/C=N/n2cnnc2)c2ccccc2n1C	-14%	-14%	1%	-13%	-6%	2.2%	-6%	i	9%
C=CCNC(=S)N1CCN(c2ccc([N+](=O)[O-])cc2)CC1	-13%	-21%	-12%	0%	-4%	1.2%	-2%	?	11%
O=S(=O)(NCC1CC1)c1ccc(F)c(Cl)c1	0%	-3%	1%	-5%	-15%	0.2%	-2%	i	-1%
Nc1ccc(C(=O)O)c(O)c1	34%&6%&2%[activator]	0%&4%&0%	7%&-5%&14%&-7%	8%&-27%&-69%	6%&7%&-3%	-0.7%&0.4%&-1.0%	9%&1%&-1%	i	4%&-10%&8%&0%&-3%
CCCCCCCCNC1=CC(=O)CC(C)(C)C1	-2%	-6%	-1%	-51%	7%	4.3%	2%	i	23%

# Screening data from PubChem BioAssay.

# This is a subset. The share of hits here may be higher or lower than overall.
